SENP1 FRET inh = SENP1 (human) catalytic domain inhibition; inhibition, % at 10 µM; recombinant SENP1 catalytic domain, CyPet-SUMO1-YPet FRET cleavage; Q9P0U3; 360,000 compounds, 0.21% hits; AID 624204;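 active = inhibition at least 30% at 10 µM, raw YFP signal under a set limit, fluorescence ratio 0.5 to 1.5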;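 note: 0% = enzyme with DMSO and 100% = no enzyme wells; some results filed as inactive read as strong as hits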
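material = recombinant human SENP1 catalytic domain, His6-tagged | quantity = 20 pM enzyme | reagent = 25 nM SUMO1 FRET substrate | compound dosing = 10 µM single point, 0.5% DMSO | timing = 50 min enzyme reaction, room temperature, light-protected | detection = FRET, CFP and YFP emission | control set = no-enzyme low, enzyme-DMSO high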
SENP8 block-1 = inhibitors of human SENP8 protease | AID 2540 | 330,000 compounds, 1.2% hits | inhibition, % at 10 µM | purified SENP8, Z-RLRGG-aminoluciferin cleavage, luminescence; in the data active = inhibition above about 50%
UBC13 polyUb = blocks human UBC13 polyubiquitin chain formation | P61088 | TR-FRET | inhibition, % at 20 µM | 330,000 compounds, 0.47% hits | AID 485273; in the data active = inhibition above about 45%, passing the limit was not always enough
A3G deaminase = inhibitors of human APOBEC3G DNA deaminase; 330,000 compounds, 0.28% hits; recombinant A3G, ssDNA deamination FAM/TAMRA fluorescence; inhibition, % at 20 µM; Q9HC16;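 active = inhibition of at least 40% at 20 µM, with no more than 30% in the related APOBEC3A deaminase screen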;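 note: plate controls were DMSO wells with A3G for no effect and wells lacking A3G enzyme for full effect; some compounds called inactive have numbers as strong as hits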
SENP7 inh = blocks the human protease SENP7. Q9BQF6. recombinant SENP7, Z-RLRGG-aminoluciferin luminescence, 40 min. inhibition, % at 5 µM. 330,000 compounds, 1.5% hits. AID 434973;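 active = inhibition above about 50% at the single test dose, limit read from the data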;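 note: plate controls were DMSO with enzyme for no effect and no enzyme buffer wells for full effect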
Apaf1 inhib = inhibitors of human Apaf-1 apoptosome. O14727. reconstituted apoptosome caspase-3 activity, DEVD-Rh110 fluorescence. AID 489030. 330,000 compounds, 0.71% hits. inhibition, % at 20 µM; active = inhibition of at least 40% at 20 µM;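 note: plate controls were DMSO wells for no effect and DEVD-CHO caspase inhibitor wells for full effect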
Target sequence (O14727 whole entry, looked up): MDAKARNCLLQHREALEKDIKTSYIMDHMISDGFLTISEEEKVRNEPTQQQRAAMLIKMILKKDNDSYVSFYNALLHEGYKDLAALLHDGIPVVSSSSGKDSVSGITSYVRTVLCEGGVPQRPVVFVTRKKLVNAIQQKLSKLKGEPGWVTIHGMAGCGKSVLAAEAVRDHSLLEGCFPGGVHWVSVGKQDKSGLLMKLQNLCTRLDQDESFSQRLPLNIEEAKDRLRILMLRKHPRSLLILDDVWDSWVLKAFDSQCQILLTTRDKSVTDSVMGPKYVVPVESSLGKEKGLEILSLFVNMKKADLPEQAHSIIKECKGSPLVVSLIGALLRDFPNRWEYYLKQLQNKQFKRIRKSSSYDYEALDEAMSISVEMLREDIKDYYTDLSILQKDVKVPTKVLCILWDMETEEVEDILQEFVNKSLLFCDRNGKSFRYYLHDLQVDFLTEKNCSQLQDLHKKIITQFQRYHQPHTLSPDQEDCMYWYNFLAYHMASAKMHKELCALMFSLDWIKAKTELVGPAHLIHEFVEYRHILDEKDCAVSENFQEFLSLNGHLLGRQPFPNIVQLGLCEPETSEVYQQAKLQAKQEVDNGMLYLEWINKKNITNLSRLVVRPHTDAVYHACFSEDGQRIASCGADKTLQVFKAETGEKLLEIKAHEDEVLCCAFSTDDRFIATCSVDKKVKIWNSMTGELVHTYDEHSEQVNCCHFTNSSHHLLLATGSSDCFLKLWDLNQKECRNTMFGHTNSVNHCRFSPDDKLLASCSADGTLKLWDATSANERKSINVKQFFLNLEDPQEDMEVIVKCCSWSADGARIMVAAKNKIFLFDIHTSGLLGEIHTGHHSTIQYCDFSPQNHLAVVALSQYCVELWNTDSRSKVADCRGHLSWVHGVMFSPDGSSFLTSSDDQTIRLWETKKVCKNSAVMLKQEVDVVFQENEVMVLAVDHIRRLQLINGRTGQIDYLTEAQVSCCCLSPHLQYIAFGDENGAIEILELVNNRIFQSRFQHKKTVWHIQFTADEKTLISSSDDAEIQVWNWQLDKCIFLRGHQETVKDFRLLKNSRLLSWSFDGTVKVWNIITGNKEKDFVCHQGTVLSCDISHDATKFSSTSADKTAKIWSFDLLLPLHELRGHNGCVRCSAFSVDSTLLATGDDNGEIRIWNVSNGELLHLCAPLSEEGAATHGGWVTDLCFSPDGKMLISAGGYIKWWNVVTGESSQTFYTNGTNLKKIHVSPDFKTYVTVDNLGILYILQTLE
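Medium: Hepes buffer, pH 7.5 / System: biochemical Apaf-1 apoptosome reconstitution / Measured by: Rh110 fluorescence, excitation 480 nm, emission 540 nm / Times: compound with Apaf-1, dATP, procaspase-3 30 min, then 50 min reaction, room temperature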
SENP8 block-2 = blocks human SENP8 cleavage of Nedd8 substrate; Q96LD8; recombinant SENP8, Nedd8 substrate fluorescence; inhibition, % at 20 µM; 360,000 compounds, 0.64% hits; AID 602440; in the data active = inhibition mostly above about 40%, no sharp cut-off; inactive = mostly below about 27%
SENP6 inh = SENP6 protease inhibition; Q9GZR1; Recombinant SENP6 catalytic domain, aminoluciferin luminescence; inhibition, % at 10 µM; 330,000 compounds, 1.8% hits; AID 2599;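 active = inhibition above about 50% at the single tested dose, limit read from the data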;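 note: plate controls were DMSO wells with enzyme for no effect and DMSO wells lacking enzyme for full effect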
* = called active by the depositor; i = inactive.

Start of the listing, in advance, 2 compounds:
Values run as follows: A3G deaminase	Apaf1 inhib	SENP6 inh	SENP1 FRET inh	UBC13 polyUb	SENP7 inh	SENP8 block-1	SENP8 block-2
> CS(=O)(=O)N1CCN(c2ccccc2NC(=O)CSc2ccc(Cl)cc2)CC1
→ -5	17	11	1	6	0	0	16
> CCC(Oc1ccccc1)C(=O)Nc1cc(C(F)(F)F)ccc1N1CCOCC1 (stereo unspecified)
→ -11	28	-7	0	-4	-14	-13	8

The list itself (from the top)
Values run as follows: A3G deaminase	Apaf1 inhib	SENP6 inh	SENP1 FRET inh	UBC13 polyUb	SENP7 inh	SENP8 block-1	SENP8 block-2
> CS(=O)(=O)N1CCN(c2ccccc2NC(=O)CSc2ccc(Cl)cc2)CC1
→ -5	17	11	1	6	0	0	16
> CCC(Oc1ccccc1)C(=O)Nc1cc(C(F)(F)F)ccc1N1CCOCC1 (stereo unspecified)
→ -11	28	-7	0	-4	-14	-13	8
> Cc1ccc(S(=O)(=O)N(C)c2ccc(C(=O)Nc3ccc(C)cn3)cc2)cc1
→ -6	24	-11	1	-4	0	-5	-48
> COc1ccc(-c2cc(C(=O)Oc3ccc([N+](=O)[O-])cc3)c3ccccc3n2)cc1
→ -5	4	-14	-2	21	-5	-5	-359
> CCOc1ccc(NC(=O)Nc2cccc(C)n2)cc1
→ 1	8	-3	3	3	16	-10	16
> CCC(C(=O)NCC1CCCO1)N(C(=O)CNS(=O)(=O)c1ccccc1)c1ccc(F)cc1 (stereo unspecified)
→ -15	2	-12	-2	3	-11	0	3
> Cn1c(SCc2nc3ccccc3n2CCO)nc2ccccc21
→ -5	2	-19	1	11	-1	-3	-7
> CC(=O)c1cc(CN2C(=O)CCC2=O)cs1
→ -8	-24	-2	1	5	10	6	3
> Cc1nc(C)c(Cc2ccccc2Cl)c(=O)[nH]1
→ 0	-1	0	-2	4	6	-3	6
> N#C/C(=C(/O)CSc1nnc(Cc2cccs2)n1C1CCCCC1)c1nc2ccccc2[nH]1
→ -2	7	-6	-65	-22	2	1	-472
> O=C(Cc1ncc(C(F)(F)F)cc1Cl)NNc1cccc(F)n1
→ -8	-5	-2	-5	6	6	4	12
> O=C(CSc1nccn1-c1ccccc1)c1ccc(Cl)cc1
→ -9	0	-4	-1	8	-2	0	29
> CCOc1ccc(NC(=O)CN(C)C(=O)c2ccncc2)cc1OCC
→ -4	-8	-4	0	-2	-3	10	8
> O=C(NCc1ccc(Cl)cc1)C(=O)NCC1OCCN1S(=O)(=O)c1ccc2c(c1)OCCO2 (stereo unspecified)
→ 1	5	-2	0	3	-10	1	6
> Cc1cccc(N/C=C/C(=O)c2cccs2)c1C
→ -9	3	95*	-30	6	94*	95*	-22
> CC(C)Oc1ccc(CNCCC2(C(C)C)CCOC(C)(C)C2)cc1 (stereo unspecified)
→ -9	-9	7	4	17	-1	2	15
> CCOC(=O)CNC(c1ccccc1)c1cc(Br)ccc1NC(=O)OCC (stereo unspecified)
→ -2	18	-20	1	-9	-1	-9	8
> Cn1ccc2ccc(C3=CC(=O)C[C@H](c4ccc(F)cc4)C3)cc21
→ -3	16	-6	1	5	-1	-1	-136
> O=C(NCCCN1CCOCC1)c1sc2cc([N+](=O)[O-])ccc2c1Cl
→ 58*	22	62*	3	-32	-2	5	13
> Cc1ccc(C)c(S(=O)(=O)Nc2ccc(O)cc2)c1
→ -6	-2	-4	-1	5	-6	0	7

Values run as follows: A3G deaminase	Apaf1 inhib	SENP6 inh	SENP1 FRET inh	UBC13 polyUb	SENP7 inh	SENP8 block-1	SENP8 block-2
> COc1ccc(/C=C/C(=O)NC(=S)NCc2ccccc2)cc1OC
→ -8	-9	-11	-2	-6	0	6	-350
> CC1(C)Cc2c(C#N)c(SCc3nc4ccccc4[nH]3)nc(N3CCOCC3)c2CO1
→ -4	24	-6	-21	11	-6	3	i
> O=C(CSc1nnc(C2CC2)n1CC1CCCO1)Nc1ccc(Cl)cc1 (stereo unspecified)
→ -7	3	-7	0	4	-6	11	4
> COc1ccc(C)cc1Nc1nc(C)nc2sc(C)cc12
→ -2	9	-25	0	8	-4	-9	-31
> Cc1oc2cc(O)cc(C)c2c(=O)c1-c1cnn(-c2ccccc2)c1
→ -3	13	-17	-1	7	-2	0	-33
> COc1ccc(S(=O)(=O)N2CCN(c3c(C)cccc3C)CC2)cc1OC
→ -10	15	1	-2	-13	4	-5	7
> COC(=O)c1cccc(NC(=O)CN2C(=O)c3ccccc3C2=O)c1
→ -7	4	1	-2	-4	8	5	-24
> CCCn1c(SCC(=O)N2c3ccccc3Sc3ccccc32)nc2ccccc21
→ -3	24	2	1	5	5	-1	26
> O=C(CSc1nnc(-c2ccccc2Cl)o1)Oc1ccc(Br)cc1
→ -2	5	2	1	-8	-4	-11	10
> COc1ccc(NS(=O)(=O)c2ccc(C(=O)N3CCN(Cc4ccccc4)CC3)cc2)cc1
→ -3	8	-10	2	-1	-10	-8	15
> CCOC(=O)CN(C(=O)Cn1nnc2ccccc21)C(C(=O)NCCOC)c1ccccc1C (stereo unspecified)
→ -3	-7	3	-1	0	-5	-4	21
> O=C(NC1CCCCC1)c1ccc(Br)o1
→ -2	3	-9	1	3	7	4	26
> O=[N+]([O-])c1ccc(/C=[N+](\[O-])[C@@H]2CCCC[C@@H]2/[N+]([O-])=C/c2ccc([N+](=O)[O-])o2)o1
→ 13	10	9	-9	-25	6	7	40
> CCC(C)[C@H](NC(=O)N1CCn2c1nc1ccccc12)C(=O)NCCc1ccccc1 (stereo partly specified)
→ -5	11	1	0	5	-6	3	6
> CCn1c(SCC(=O)Nc2ccc(OC)cc2)nc2c1c(=O)n(C)c(=O)n2C
→ -3	-4	-8	-3	-3	-9	-6	8
> CC(C)c1nnc(NC(=O)Cc2ccccc2[N+](=O)[O-])s1
→ -4	-13	-14	3	-4	-10	-1	11
> CCC(=O)NC(c1ccc([N+](=O)[O-])cc1)c1c(O)ccc2ccccc12 (stereo unspecified)
→ -6	-4	-26	2	4	10	4	13
> Cc1cccc(NC(=S)N(CCN2CCOCC2)Cc2cc3cc4c(cc3[nH]c2=O)OCCO4)c1
→ -12	7	-13	0	12	-3	4	-256
> O=C(COC(=O)[C@@H]1CC(O)CN1S(=O)(=O)c1ccc(Cl)cc1)NC(=O)NCc1ccccc1 (stereo partly specified)
→ -5	-4	-8	-1	-1	-4	-2	8
> CC1Cc2nc(SCC(=O)N3CCc4ccccc43)n(C)c(=O)c2S1 (stereo unspecified)
→ -2	2	-8	-1	4	3	3	22

Two entries drawn at random from the list so far:
Values run as follows: A3G deaminase	Apaf1 inhib	SENP6 inh	SENP1 FRET inh	UBC13 polyUb	SENP7 inh	SENP8 block-1	SENP8 block-2
> O=C(CSc1nnc(C2CC2)n1CC1CCCO1)Nc1ccc(Cl)cc1 (stereo unspecified)
→ -7	3	-7	0	4	-6	11	4
> CCCn1c(SCC(=O)N2c3ccccc3Sc3ccccc32)nc2ccccc21
→ -3	24	2	1	5	5	-1	26

(listing goes on)
Values run as follows: A3G deaminase	Apaf1 inhib	SENP6 inh	SENP1 FRET inh	UBC13 polyUb	SENP7 inh	SENP8 block-1	SENP8 block-2
> Cc1cccc(N2C(=O)C3C4C=CC(C5CC45)C3C2=O)n1 (stereo unspecified)
→ -3	-15	-2	3	6	-3	-9	11
> CCOc1ccc(-n2nc3ccc(NC(=O)c4ccc5c(c4)OCCO5)cc3n2)cc1
→ 9	2	16	-3	6	9	-3	-290
> COc1ccc(CNC(=O)CCCSc2ccccc2)cc1
→ -10	1	12	2	-4	11	-2	-2
> COc1cccc(C(CNC(=O)c2ccc(Cl)c(S(=O)(=O)N3CCCC3)c2)N(C)C)c1 (stereo unspecified)
→ -6	6	0	1	15	0	-1	-2
> N#CC1(C#N)COC23CCCCC2C1(C#N)C(=N)O3 (stereo unspecified)
→ -8	3	5	-24	-8	1	5	-309
> COc1ccc(C(=O)NCC2(N3CCCCC3)CCCCC2)cc1S(=O)(=O)N(C)C
→ -10	-1	19	-1	4	3	2	11
> Cc1ccc(C)c(S(=O)(=O)Nc2ccccc2C(=O)Nc2cc(C)on2)c1
→ -6	9	-23	2	8	-2	-5	-284
> O=C(CSc1ccc(-c2cccnc2)nn1)N1CCCCC1
→ -6	-2	-18	-1	-5	10	-4	0
> CC12CC(NC(=O)N1c1ccc(C(=O)N3CCN(c4ccc(F)cc4)CC3)cc1)c1ccccc1O2 (stereo unspecified)
→ -5	25	-10	1	4	-5	-3	14
> CCOc1ccccc1NC(=O)N1C2CCCC1CC(NC(=O)C1CC1)C2 (stereo unspecified)
→ 0	1	-10	0	-9	-13	-5	19
> CCCCC(CC)C(=O)NCC(C)NC(=O)C(CC)CCCC (stereo unspecified)
→ 12	6	2	-1	-14	4	2	12
> O=[N+]([O-])c1ccccc1S(=O)(=O)NCc1ccco1
→ -6	5	-2	2	3	-1	-4	16
> COc1ccc(OS(=O)(=O)c2c(C)noc2C)cc1
→ -1	-2	-4	2	1	4	-1	48*
> COc1cccc(N2CCN(C(=O)c3ccc(CS(=O)Cc4ccc(Cl)cc4)o3)CC2)c1 (stereo unspecified)
→ 6	14	-18	2	-1	10	2	8
> O=C1CC(NS(=O)(=O)c2cccnc2)CN1c1cccc(F)c1 (stereo unspecified)
→ -9	1	-13	2	7	0	-4	12
> Cc1ccc(S(=O)(=O)Nc2ccc(NC(=O)c3ccc(F)cc3)cc2)cc1
→ -4	-11	-23	4	-2	7	5	6
> O=C(Cn1c(C(=O)NCC2CCCO2)cc2sccc21)c1ccccc1 (stereo unspecified)
→ 5	3	2	4	9	1	3	-3
> COCc1ccc(CN2CCC(Oc3ccc(C(=O)NCc4ccccn4)cc3)CC2)o1
→ -8	-3	0	-3	-4	-1	1	-5
> CCN(CC)CCn1c2c(c(SCC(=O)Nc3ccc(C)c(F)c3)nc1=O)CCCC2
→ -2	6	-8	-2	6	-1	10	0
> O=C(CCC1CC(=O)Nc2ccccc21)NCc1ccccc1 (stereo unspecified)
→ -7	-9	-1	0	10	-2	-2	-12

Values run as follows: A3G deaminase	Apaf1 inhib	SENP6 inh	SENP1 FRET inh	UBC13 polyUb	SENP7 inh	SENP8 block-1	SENP8 block-2
> CC(C)CN(C(=O)C(c1ccccc1)c1ccccc1)c1c(N)n(CC(C)C)c(=O)[nH]c1=O
→ -6	-10	-26	1	2	7	5	2
> Cn1c(=O)c2c(nc(NCCCO)n2C/C=C/c2ccccc2)n(C)c1=O
→ -8	-9	12	-1	9	8	2	17
> CCOC(=O)/C(=C/c1c2ccccc2cc2ccccc12)NC(=O)c1ccccc1
→ -7	20	-17	-60	6	6	-1	-40
> CCCCCCCCSc1n[nH]c(N)n1
→ -8	-10	-4	-3	5	3	-6	6
> O=C(COc1ccccc1)Nc1ccc(S(=O)(=O)N2CCOCC2)cc1
→ -5	4	-26	-2	6	-1	-5	6
